Pf apPOL inh – Pf-apPOL DNA polymerase inhibition. hit rate 0.25% among 210,000. inhibition, % at 10 µM. Recombinant Pf-apPOL, molecular beacon fluorescence, 1.5 h
mHTT CaM bind – mHTT-calmodulin interaction abrogation. P42858. AlphaScreen His-mHTT/GST-CaM binding, luminescence. inhibition, % at 15 µM. hit rate 3.6% among 190,000. AID 1671202;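 further: 0% = both proteins with DMSO and 100% = one protein alone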
Target sequence (P42858 whole entry, looked up, stated change not applied): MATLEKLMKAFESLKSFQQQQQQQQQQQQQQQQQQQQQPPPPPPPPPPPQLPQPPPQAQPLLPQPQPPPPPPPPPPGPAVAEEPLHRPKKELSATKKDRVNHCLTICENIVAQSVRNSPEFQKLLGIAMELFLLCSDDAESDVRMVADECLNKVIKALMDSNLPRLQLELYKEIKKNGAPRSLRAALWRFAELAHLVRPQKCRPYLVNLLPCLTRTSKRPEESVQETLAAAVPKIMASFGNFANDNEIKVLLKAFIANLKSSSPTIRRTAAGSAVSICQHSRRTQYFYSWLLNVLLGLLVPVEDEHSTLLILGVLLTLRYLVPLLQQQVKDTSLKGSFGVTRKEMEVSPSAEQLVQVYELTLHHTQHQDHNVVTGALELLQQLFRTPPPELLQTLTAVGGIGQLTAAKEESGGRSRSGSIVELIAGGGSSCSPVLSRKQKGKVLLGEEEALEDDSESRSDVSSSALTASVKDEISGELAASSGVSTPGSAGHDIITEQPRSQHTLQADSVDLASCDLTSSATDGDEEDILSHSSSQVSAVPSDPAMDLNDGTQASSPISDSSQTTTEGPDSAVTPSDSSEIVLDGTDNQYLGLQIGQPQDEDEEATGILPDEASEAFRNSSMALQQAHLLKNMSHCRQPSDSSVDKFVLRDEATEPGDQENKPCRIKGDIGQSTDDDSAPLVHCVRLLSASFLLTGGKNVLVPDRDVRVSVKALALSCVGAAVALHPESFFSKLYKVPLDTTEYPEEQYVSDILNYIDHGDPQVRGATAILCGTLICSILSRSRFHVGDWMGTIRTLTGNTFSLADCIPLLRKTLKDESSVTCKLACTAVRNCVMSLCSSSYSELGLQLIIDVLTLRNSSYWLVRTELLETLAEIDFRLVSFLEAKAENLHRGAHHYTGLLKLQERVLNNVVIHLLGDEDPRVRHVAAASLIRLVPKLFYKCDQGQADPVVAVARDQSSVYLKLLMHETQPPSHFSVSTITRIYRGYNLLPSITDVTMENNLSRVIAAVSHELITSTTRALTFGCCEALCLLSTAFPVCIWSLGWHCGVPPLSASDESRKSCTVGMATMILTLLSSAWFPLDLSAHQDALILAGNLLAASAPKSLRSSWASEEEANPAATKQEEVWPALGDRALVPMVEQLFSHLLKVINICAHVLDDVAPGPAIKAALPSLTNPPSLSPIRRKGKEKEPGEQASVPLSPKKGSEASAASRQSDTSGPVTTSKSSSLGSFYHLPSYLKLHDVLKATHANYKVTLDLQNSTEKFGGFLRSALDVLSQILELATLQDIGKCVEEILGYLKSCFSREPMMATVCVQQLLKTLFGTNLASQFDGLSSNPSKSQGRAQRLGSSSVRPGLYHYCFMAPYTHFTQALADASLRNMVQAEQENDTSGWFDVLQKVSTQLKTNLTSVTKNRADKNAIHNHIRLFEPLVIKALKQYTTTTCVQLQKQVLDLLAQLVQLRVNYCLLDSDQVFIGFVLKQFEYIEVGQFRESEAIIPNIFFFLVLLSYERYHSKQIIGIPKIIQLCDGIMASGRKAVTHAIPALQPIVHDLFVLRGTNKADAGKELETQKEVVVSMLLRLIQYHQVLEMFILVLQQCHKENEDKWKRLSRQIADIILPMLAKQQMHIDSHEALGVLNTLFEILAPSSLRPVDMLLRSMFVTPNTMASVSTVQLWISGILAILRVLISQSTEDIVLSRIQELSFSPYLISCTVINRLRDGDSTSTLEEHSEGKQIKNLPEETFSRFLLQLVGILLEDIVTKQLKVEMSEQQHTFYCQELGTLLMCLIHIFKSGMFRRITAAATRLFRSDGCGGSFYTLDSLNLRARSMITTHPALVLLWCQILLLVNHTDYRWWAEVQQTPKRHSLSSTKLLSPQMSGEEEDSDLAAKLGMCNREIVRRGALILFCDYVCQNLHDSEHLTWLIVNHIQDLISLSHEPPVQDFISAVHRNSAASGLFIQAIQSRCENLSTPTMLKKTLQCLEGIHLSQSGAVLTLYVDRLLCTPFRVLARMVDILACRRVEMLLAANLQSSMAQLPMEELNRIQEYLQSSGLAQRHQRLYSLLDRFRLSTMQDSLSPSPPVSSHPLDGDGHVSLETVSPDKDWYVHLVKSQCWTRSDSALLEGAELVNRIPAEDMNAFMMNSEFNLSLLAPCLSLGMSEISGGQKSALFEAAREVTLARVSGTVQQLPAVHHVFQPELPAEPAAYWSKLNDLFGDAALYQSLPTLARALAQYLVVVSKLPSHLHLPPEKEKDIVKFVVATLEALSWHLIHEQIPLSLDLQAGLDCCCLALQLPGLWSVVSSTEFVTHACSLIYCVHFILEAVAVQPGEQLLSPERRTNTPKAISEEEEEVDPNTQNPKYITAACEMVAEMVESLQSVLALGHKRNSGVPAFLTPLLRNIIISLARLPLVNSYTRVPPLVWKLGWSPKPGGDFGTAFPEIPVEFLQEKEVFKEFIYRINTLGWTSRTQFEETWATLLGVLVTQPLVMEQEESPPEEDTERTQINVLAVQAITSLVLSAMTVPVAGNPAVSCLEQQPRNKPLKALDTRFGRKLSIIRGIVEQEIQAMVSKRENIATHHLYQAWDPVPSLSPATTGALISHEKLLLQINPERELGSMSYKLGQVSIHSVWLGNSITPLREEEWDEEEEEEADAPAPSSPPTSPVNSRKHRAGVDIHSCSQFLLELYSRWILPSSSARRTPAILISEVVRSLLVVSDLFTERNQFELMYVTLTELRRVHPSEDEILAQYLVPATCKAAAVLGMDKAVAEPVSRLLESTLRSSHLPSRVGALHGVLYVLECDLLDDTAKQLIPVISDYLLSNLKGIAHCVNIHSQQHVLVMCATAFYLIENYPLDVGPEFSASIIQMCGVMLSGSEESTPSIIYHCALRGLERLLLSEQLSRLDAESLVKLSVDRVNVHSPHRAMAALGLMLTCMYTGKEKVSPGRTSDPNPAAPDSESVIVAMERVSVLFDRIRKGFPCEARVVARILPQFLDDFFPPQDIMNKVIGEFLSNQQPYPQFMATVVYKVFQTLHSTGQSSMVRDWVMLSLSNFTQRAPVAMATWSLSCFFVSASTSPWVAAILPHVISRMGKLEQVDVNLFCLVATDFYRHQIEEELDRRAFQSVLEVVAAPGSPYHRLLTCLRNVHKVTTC
Starred values were filed as active, the others as inactive; · = not tested or not shown; & = joins results of further samples; ! = not active in a repeat. No stated cut-off is given here; in the data, active means inhibition above about 50%; inactive means the rest.

item	compound	mHTT CaM bind	Pf apPOL inh
1	Cc1cc2n(n1)CCCN2C(=O)CCC(=O)NCCCOC(C)C	-9	-3
2	CCOC(=O)CN1CC23C=CC(O2)C(C(=O)Nc2cccc(C(C)=O)c2)C3C1=O (configuration not stated)	-7	-3
3	CCSc1ccccc1C(=O)Oc1coc(CSc2nccn2C)cc1=O	3	0
4	O=C(Cc1csc(NC(=O)c2ncccn2)n1)NCc1ccccc1Cl	98*	-18
5	Cn1c(NC(=O)Cc2ccc(Cl)cc2)cc(=O)n(C)c1=O	-1	-3
6	Cc1cc(NC(=O)CSc2nc3ccsc3c(=O)n2Cc2ccco2)n[nH]1	10	2
7	Cc1ccccc1CC(=O)Nc1c(C)nc2scc(C)n2c1=O	2	-4
8	COc1ccccc1CNC(=O)c1ccc(S(=O)(=O)N2CCOCC2)o1	-17	-9
9	O=C1c2ccccc2C(=O)N1Cn1cc(F)c(=O)n(CN2C(=O)c3ccccc3C2=O)c1=O	7	-2
10	Cc1c(C)c(C(=O)NCc2ccc3c(c2)OCO3)n(Cc2ccc(F)cc2)c1C	-3	0
11	CN1CCN(CCCCOc2ccc(Cl)cc2C(C)(C)C)CC1	3	0
12	O=C(CC1CCN(S(=O)(=O)c2ccc(Br)s2)CC1)NC1CCCCC1	2	-2
13	COc1ccc(CCNC2CC(=O)N(c3ccccc3)C2=O)cc1 (configuration not stated)	4	-2
14	CCCCC[C@@H](C)N1C[C@@H](COCc2ccccc2)Oc2cc(N3CCC[C@@H]3COC)ccc2S1(=O)=O	-9	-6
15	COc1ccc(-c2nc3cc(C)ccc3o2)cc1N=Cc1cccc([N+](=O)[O-])c1O	23	-3
16	COc1ccccc1CNC(=O)c1oc2ccc(S(=O)(=O)N3CCOCC3)cc2c1C	18	4
17	O=C(NCc1ccc(Cl)cc1)O[C@H]1CC[C@@]23CCCN2C(=O)CCC[C@H]3C1	-2	-9
18	CC(=O)Nc1ccc(NS(=O)(=O)c2cc(Cl)ccc2Cl)cc1	-6	0
19	CC(=O)c1ccc(N=Cc2cc(Br)ccc2O)cc1	-2	1
20	O=C(O)c1cccc2c1NC(c1ccc(F)cc1)C1CC=CC21 (configuration not stated)	96*!	1&-3

The list goes on:
item	compound	mHTT CaM bind	Pf apPOL inh
21	Cc1cccc(-c2noc(C3CCCN3C(=O)NC3CCCC3)n2)c1 (configuration not stated)	-4	-2
22	Cc1cc2ncn(C(=O)N3CCCCCC3)c2cc1C	3	-5
23	Cc1cccc(CS(=O)(=O)NCCC(O)C(C)(C)C)c1 (configuration not stated)	-14	8
24	O=C(CN1C(=O)c2ccccc2C1=O)Nc1cc(C(=O)O)cc(C(=O)O)c1	0	-4
25	COCCNC(=O)N1CCC(Nc2nccnc2OC)CC1	0	-5
26	O=C(NC1CCCCC1)C(c1cc2c(cc1[N+](=O)[O-])OCO2)N1CCCC1 (configuration not stated)	13	6
27	O=C1CCSCC(C(=O)N2CCN(C3CCCCC3)CC2)N1 (configuration not stated)	-5	-4
28	CCOc1ccccc1NC(=O)/C(=C1\Nc2ccc([N+](=O)[O-])cc2N1)[N+](=O)[O-]	26	-2
29	O=C1C(=CC=CC2=C(O)c3ccccc3S2(=O)=O)S(=O)(=O)c2ccccc21	57*	·
30	Cc1ccc(Cc2noc(Cn3ccc4ccn(C)c4c3=O)n2)cc1	3	-5
31	Cc1cc(C)c2c(c1)OCN(Cc1ccccc1Cl)C2	-1	-10
32	Cc1ccc(C2C3=C(Nc4c2c(=O)[nH]c(=O)n4C)c2ccccc2C3=O)cc1 (configuration not stated)	30	3
33	COC(=O)c1c(-c2c(Cl)cccc2Cl)noc1C(=O)NN=Cc1ccc([N+](=O)[O-])s1	·	-15
34	CC1CCCC(NC(=O)c2cc(-c3ccccn3)nc3ccccc23)C1C (configuration not stated)	29	-7
35	O=C(NCCN1CCOCC1)c1cc2nc(-c3cccs3)cc(C(F)(F)F)n2n1	-1	-2
36	Cc1ccc(NC(=O)COc2ccc(Br)cc2)c(C)c1	-9	-10
37	O=C(CC(C(=O)N1CCc2ccccc21)n1ccnc1)N1CCCCC1 (configuration not stated)	3	-11
38	COc1ccc(N2C(=O)CC(N(C(C)=O)c3ccc(OC)cc3)C2=O)cc1 (configuration not stated)	1	-16
39	CCOc1ccc(NC(=O)c2cc3n(n2)C(C(F)(F)F)CC(c2ccc(OC)cc2)N3)cc1 (configuration not stated)	4	-4
40	O=C(NCc1ccco1)C1CCCN(S(=O)(=O)N2CCCC2)C1 (configuration not stated)	-3	-19

Going on with the list:
item	compound	mHTT CaM bind	Pf apPOL inh
41	COc1cccc(C2Nc3cc(C)c(C)cc3NC3=C2C(=O)CC(C)(C)C3)c1OC (configuration not stated)	2&-2	-7&9
42	OC(COCc1ccc(Cl)cc1)CN1CCN(c2ccccc2F)CC1 (configuration not stated)	0	6
43	Cc1cc2nc3c(nc2cc1C)-c1ccccc1C3=O	-3&-4	-2&-6
44	Cc1ccnc(N2CCC(C(=O)NC(C)Cc3ccco3)CC2)n1 (configuration not stated)	-7	-2
45	c1ccc(-c2nc(-c3cccc(-c4ccn[nH]4)c3)no2)cc1	2	0
46	O=C(NC1CCCCC1)N1CCN(Cc2nc3cccnc3n2-c2ccc(F)cc2)CC1	3	-3
47	CC(=O)Nc1ccccc1NC(=O)C(C)Oc1ccc(Cl)cc1Cl (configuration not stated)	0	-2
48	Cc1nc2cc(N3CC(C(=O)Nc4ccc(C(C)C)cc4)CC3=O)ccc2o1 (configuration not stated)	2	-1
49	CC(C)CCNC(=O)c1c[nH]c2ccc(S(=O)(=O)Nc3ccccc3F)cc2c1=O	22	-15
50	O=c1c2nnn(Cc3ccccc3)c2ncn1Cc1ccccc1	1	-5
51	Cc1ccc(-c2nnc(N)s2)cc1	-3	3
52	CC(C)c1nc2ccccc2n1C(=O)c1ccccc1C(=O)O	-6	-11
53	O=C1c2ccccc2-c2ccc(Br)cc21	1	-1
54	CC(C)C[C@@H](CN=[N+]=[N-])N1CCN(CCc2ccccc2)CCC1=O	71*	-6
55	COc1cccc(NC(=O)c2ccccc2I)c1	-2	1
56	OC(COc1ccc(C23CC4CC(CC(C4)C2)C3)cc1)CN1CCOCC1 (configuration not stated)	6&6	4&0
57	COc1ccc(NS(=O)(=O)c2cc(C(=O)Nc3ccccc3C)ccc2C)cc1	-3	-3
58	COc1cc2c(cc1OC)C(C(=O)NC1CCCCCC1)C(c1cccnc1)N(C)C2=O (configuration not stated)	-2	7
59	Cc1cccc(-n2nnc(C(=O)NCCc3ccc(Cl)cc3)c2N)c1	-4	-3
60	O=C(CSc1cn(CCNC(=O)c2ccc(F)cc2)c2ccccc12)Nc1ccc(F)cc1	10	6

The list goes on.
item	compound	mHTT CaM bind	Pf apPOL inh
61	N#CC1(N2CCOCC2)CCCCC1	-10	0
62	Cc1cc(C)cc(C(=O)Nc2cccn3nc(C4CCC4)nc23)c1	-2	-3
63	COc1cccc(CNC(=O)N2CCCC2c2cc(C)on2)c1 (configuration not stated)	1	-2
64	O=C(CCc1ccccc1)Nc1nnc2ccccn12	1	-3
65	O=C(Nc1ccccc1)C1CCCN(c2ncnc3c2oc2ccccc23)C1 (configuration not stated)	5	0
66	CN(Cc1ccccc1)C(=O)c1ccc2c(c1)NC(=O)C1CCCCN21 (configuration not stated)	7	0
67	CCOC(=O)CN1C(=O)C2C3CC(C2C1=O)C1C(c2ccc(OC)c(OC)c2)c2sc(=O)[nH]c2SC31 (configuration not stated)	6	-4
68	Cc1ccc(-c2noc(C3CCCN3C(=O)c3ccccc3C)n2)cc1 (configuration not stated)	8	-7
69	C=CCC1CC(=O)N(c2ccc(C(F)(F)F)cc2)C1=O (configuration not stated)	·	-2
70	CC(C)N1Cc2cc(C(=O)NCCC3=CCCCC3)sc2C1	3	-1
71	Cc1ccc(OCCSc2ncnc3nc[nH]c23)cc1C	14	12
72	Cc1ccc(CN2CCCn3nc(C(=O)NCc4cccc(F)c4)cc3C2=O)cc1	-8	2
73	COc1cc2c(cc1OC)C(C(=O)N1CCOCC1)C(c1cccnc1)N(C)C2=O (configuration not stated)	-1	-5
74	O=C(c1ccsc1)N1CCCn2cc(-c3ccccc3)nc21	0	3
75	CCOc1ccc(S(=O)(=O)N=C2C=C(Nc3ccc(C)cc3)C(=O)c3ccccc32)cc1	93*	-8
76	CC1=NN(c2ccccc2)C(=O)/C1=C/c1ccc(-c2cccc(C(=O)O)c2)o1	76*	-12
77	Cc1cccc(-c2noc(C3CCCN3C(=O)c3ccc(Br)cc3)n2)c1 (configuration not stated)	26	-1
78	CCCNc1cc(N2CCC(CCC(=O)NCCc3ccccn3)CC2)ncn1	6	-8
79	CN(CC(=O)NC1CCCCCC1)S(=O)(=O)c1ccc2[nH]c3c(c2c1)CCCC3	59*	-1
80	CCc1onc(C)c1C1CCCN1C(=O)Nc1ccc(OC)cc1OC (configuration not stated)	4	12

Further results
item	compound	mHTT CaM bind	Pf apPOL inh
81	CCOc1ccc(C2C3=C(CCCC3=O)Nc3nc(-c4ccc(OC)cc4)nn32)cc1 (configuration not stated)	18	-3
82	c1ccc(Nc2nc(CN3CCCCC3)cs2)cc1	·	9
83	CCC(C)NC(=O)c1nn(-c2ccc(OC)cc2OC)c(=O)c2ccccc12 (configuration not stated)	8	-2
84	CCCCN1CC(COCc2ccccc2)Oc2cccc(Oc3ccc(F)cc3)c2S1(=O)=O (configuration not stated)	-13&-16	-2&-5
85	O=C(CSc1nnc(NC(=O)c2ccc(Cl)c(Cl)c2)s1)NCc1ccco1	-5	1
86	COc1ccccc1-c1nc(-c2ccc([N+](=O)[O-])cc2)no1	2	3
87	Cc1nc(C(=O)NCc2ccncc2)nn1-c1ccccc1	-7	2
88	COc1ccccc1NS(=O)(=O)c1cc([N+](=O)[O-])ccc1C	5	-7
89	Cc1ccc(CNC(=O)CCc2cn(C)c3ccccc23)cc1	12	-24
90	CCCCOc1ccc(-c2nc(C=Nc3ccc(Cl)c([N+](=O)[O-])c3)c(O)o2)cc1	5	3
91	CC(Sc1ccccc1)C(=O)NC1CCCCC1 (configuration not stated)	-6	-8
92	CC(C)(C)SCCNS(=O)(=O)c1ccccc1[N+](=O)[O-]	-2	-8
93	CC(=O)c1cccc(N2C(=O)c3c(C)nc4ccccc4c3C2=O)c1	0	-2
94	O=C(COc1ccc(Cl)cc1)Nc1ccc(N2CCOCC2)c(Cl)c1	-10	-4
95	O=[N+]([O-])c1ccc(OCCCCN2CCCCC2)cc1	-4	-2
96	O=C(Nc1ccc([N+](=O)[O-])c(NC(=O)c2ccccc2F)c1)c1ccccc1F	6	9
97	Cc1cc(C2CCCN2C(=O)Cc2cccc(F)c2)no1 (configuration not stated)	3	-3
98	Cc1nc(Cn2cccc2C(=O)Nc2ccc(F)cc2)no1	2	-5
99	COc1cccc(-c2noc(C3CCCN3C(=O)Nc3ccc(C)cc3C)n2)c1 (configuration not stated)	4	-2
100	CCC1CCC(NCCCN2CCOCC2)CC1 (configuration not stated)	-4	-2

A few values from above:
Reading for `O=C(COc1ccc(Cl)cc1)Nc1ccc(N2CCOCC2)c(Cl)c1` in mHTT CaM bind: -10
Reading for `O=C(CSc1nnc(NC(=O)c2ccc(Cl)c(Cl)c2)s1)NCc1ccco1` in mHTT CaM bind: -5
Reading for `Cc1ccc(CNC(=O)CCc2cn(C)c3ccccc23)cc1` in mHTT CaM bind: 12
Reading for `Cc1nc(Cn2cccc2C(=O)Nc2ccc(F)cc2)no1` in Pf apPOL inh: -5

Next section
item	compound	mHTT CaM bind	Pf apPOL inh
101	O=C(Nc1ncc(S(=O)(=O)c2ccc([N+](=O)[O-])cc2)s1)c1ccccc1Cl	2	-2
102	O=C1C(=Cc2cc3ccccc3o2)Oc2c1ccc(O)c2CN1CCCCC1	35	-19
103	Cc1ccc(C(=O)Nc2ccc(I)cc2Cl)cc1C	-5	-6
104	Cc1ccc2nc(C)cc(C(=O)NC3CC3)c2c1	-2	-4
105	C=CCSc1nc2sc(C)c(C)c2c(=O)[nH]1	-4	-2
106	CSc1ccc(CNC(=O)C2CCN(c3nnc(-c4ccccc4)o3)CC2)cc1	-10	-4
107	O=C(Cc1c(F)cccc1Cl)N1CCC2(C1)Nc1cccnc1NC2=NC1CCCC1 (configuration not stated)	20	-1
108	COc1cc(C2C(C(=O)Nc3ccccn3)=C(C)NC3=C2C(=O)CC(C)(C)C3)cc(OC)c1OC (configuration not stated)	2	-7
109	O=C(Cc1cccs1)Nc1ccc(Cl)cc1	-3	-10
110	COc1ccc(C2C(C(=O)O)c3ccccc3C(=O)N2Cc2ccc(F)cc2)cc1 (configuration not stated)	·	-6&3
111	CCCCc1nnc(NC(=O)COc2cc(C)cc(C)c2)s1	8	-6
112	O=C(CCC1CCCN(C(=O)Nc2cccc(F)c2)C1)N1CCN(c2ccccc2)CC1 (configuration not stated)	50*	-4

Structural class: those above with a CF3 group.
item	compound	mHTT CaM bind	Pf apPOL inh
35	O=C(NCCN1CCOCC1)c1cc2nc(-c3cccs3)cc(C(F)(F)F)n2n1	-1	-2
39	CCOc1ccc(NC(=O)c2cc3n(n2)C(C(F)(F)F)CC(c2ccc(OC)cc2)N3)cc1 (configuration not stated)	4	-4
69	C=CCC1CC(=O)N(c2ccc(C(F)(F)F)cc2)C1=O (configuration not stated)	·	-2

Four entries from above, ordered by molar mass, ascending.
item	compound	mHTT CaM bind	Pf apPOL inh
88	COc1ccccc1NS(=O)(=O)c1cc([N+](=O)[O-])ccc1C	5	-7
55	COc1cccc(NC(=O)c2ccccc2I)c1	-2	1
48	Cc1nc2cc(N3CC(C(=O)Nc4ccc(C(C)C)cc4)CC3=O)ccc2o1 (configuration not stated)	2	-1
29	O=C1C(=CC=CC2=C(O)c3ccccc3S2(=O)=O)S(=O)(=O)c2ccccc21	57*	·
